Compound activity (PubChem)
KOR beta-arrestin-1: kappa opioid receptor blockers – cell-based, luminescence, uHTS (AID 1778); KOR beta-arrestin recruitment, luminescence, antagonist mode; higher % means a stronger effect; inhibition, % at 10 µM; hits with a dose series show IC50 in µM; actives 0.091% (n = 290,000); further: strong numbers were not always called active
MgcRacGAP inhibition: MgcRacGAP GTPase-activating activity inhibitors, confirmation, biochemical, ADP Hunter fluorescence | AID 624330 | MgcRacGAP-stimulated Rac1 GTP hydrolysis, ADP Hunter fluorescence; higher % means a stronger effect; GST-tagged Rac1 F28L mutant substrate | inhibition, % at 30 µM, or IC50 in µM where a hit was titrated | actives 0.6% (n = 340,000);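 active means first-screen hits whose inhibition reached a set limit at any dose in the follow-up dose series; inconclusive means inhibition above the set first-screen limit but never retested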;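 further: fluorescence reports GDP produced by GAP-driven GTP hydrolysis; strong numbers were not always called active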
NOD2 inhibition: NOD2 signaling inhibitors, cell-based, luminescence, uHTS, HEK293 (AID 1566); actives 0.63% (n = 290,000); inhibition, % at 4 µM; hits with a dose series show EC50 in µM; HEK293 NOD2/NF-kB luciferase reporter, luminescence; higher % means a stronger effect; further: many of its hits are not listed in these tables
GPR55 antagonists: inhibition of LPI-stimulated GPR55 beta-arrestin translocation – imaging, U2OS, beta-arrestin-GFP, LPI agonist, primary screen (AID 2013). U2OS GPR55 beta-arrestin-GFP translocation imaging, LPI antagonism; higher % means a stronger effect. one-dose inhibition, % at 10 µM; IC50 in µM for titrated hits. actives 0.13% (n = 290,000);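 active means spots per cell inhibited over 60%, with over 100 cells counted and total cytoplasm intensity under 500,000; inconclusive means wells with under 100 cells, flagged as likely toxic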;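 further: U2OS cells stably carrying GPR55 and arrestin-GFP stimulated by 5 µM LPI near EC80; imaged beta-arrestin-GFP aggregate spots per cell after agonist stimulation; plate controls were LPI-stimulated DMSO wells for no effect and DMSO wells without LPI for full effect; some results filed as inactive read as strong as hits; confirmed hits need IC50 under 10 µM and bright autofluorescent wells are also inconclusive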
NOD1 NF-kB reporter: inhibition of NOD1-driven NF-kB reporter – cell-based, luminescence, uHTS, primary screen (AID 1578); NOD1-driven NF-kB luciferase reporter cells, luminescence; higher % means a stronger effect; inhibition, % at 4 µM; hits with a dose series show EC50 in µM; actives 1% (n = 290,000); in the data active means inhibition mostly above about 36%, no sharp cut-off; inactive means mostly below about 34%;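 further: HEK-293T reporter cells stimulated with the NOD1 agonist gamma-tri-DAP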
GPR55 activation: GPR55 agonists via beta-arrestin recruitment, primary screen, imaging, U2OS cells, beta-arrestin-GFP redistribution (AID 1961); U2OS GPR55 beta-arrestin-GFP redistribution imaging; higher % means a stronger effect; activation, % at 10 µM; hits with a dose series show EC50 in µM; actives 0.048% (n = 290,000);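 active means activation above 40% with more than 50 cells counted in the well; inconclusive means wells holding fewer than 50 cells, flagged as toxic or sparse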;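 further: U2OS osteosarcoma cells stably expressing GPR55 and beta-arrestin-GFP; plate controls were DMSO negative control for no effect and LPI positive control for full effect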
HIV peptide binding: cell-free HIV fusion peptide-binding blockers – biochemical, uHTS, fluorescence dequenching, primary screen (AID 1986). cell-free peptide binding, fluorescence dequenching, 30 min; higher % means a stronger effect. one-dose inhibition, % at 20 µM; IC50 in µM for titrated hits. actives 0.3% (n = 290,000); in the data active means inhibition mostly above about 52%, no sharp cut-off; inactive means mostly below about 76%; further: some results filed as inactive read as strong as hits
KOR beta-arrestin-2: KOR agonists, beta-arrestin recruitment, primary screen, cell-based, luminescence, uHTS (AID 1777); KOR beta-arrestin recruitment, luminescence; higher % means a stronger effect; one-dose activation, % at 10 µM; EC50 in µM for titrated hits; actives 0.02% (n = 280,000); in the data active means activation above about 50%, passing the limit was not always enough; further: a part of the inactive calls stands beside numbers as strong as those of hits
Large T inhibition: TAg ATPase/helicase activity blockers – biochemical (AID 1903); SV40 large T antigen ATPase/helicase inhibition assay; higher % means a stronger effect; inhibition, % at 20 µM, or IC50 in µM where a hit was titrated; actives 0.39% (n = 310,000); in the data active means a potency from the dose series; inconclusive means inhibition mostly from about 32% at the one dose, without a potency; inactive means the rest, 99 in 100 with inhibition below about 32%; further: strong numbers were not always called active
* hit, by the source's call; ? = inconclusive; . = no result given; [ ] = remark or other dose. Unless noted, no stated cut-off is given here; in the data, active means inhibition above about 50%; inactive means the rest. A portion of the library; the hit share may differ from the screen's.

SMILES	KOR beta-arrestin-1	MgcRacGAP inhibition	NOD2 inhibition	GPR55 antagonists	NOD1 NF-kB reporter	GPR55 activation	HIV peptide binding	KOR beta-arrestin-2	Large T inhibition
CCCc1nc(-c2ccccc2O)n(-c2ccccc2)n1	-30.0%	7.9%	15.3%	3.5%	-20.6%	-0.1%	-1.2%	4.3%	7.3%
Cc1ccc(/C=N/NC(=O)CSc2nc3nc(C)cc(C)n3n2)cc1	-22.7%	7.6%	4.0%	1.2%	.	0.2%	-5.8%	0.1%	-0.5%
COc1ccc2[nH]c(C(=O)O)c(NC(=O)c3cc(OC)c(OC)c(OC)c3)c2c1	-26.8%	11.8%	-16.0%	-7.2%	2.6%	0.5%	4.1%	3.8%	5.2%
COc1ccc(-c2cnc(NCc3cc4c(cc3[N+](=O)[O-])OCO4)n2C)cc1	14.2%	28.1%	12.4%	4.6%	-23.4%	-0.3%	9.3%	-7.2%	10.6%
Cc1cc(=O)n(-c2ccccc2Cl)[nH]1	-22.8%	1.9%	13.3%	15.2%	-18.9%	1.0%	-3.3%	1.2%	7.0%
Cc1cc(NCCCn2ccnc2)n2ncc(-c3ccc(Cl)cc3)c2n1	-21.8%	20.7%	-279.6%	6.0%	-35.2%	-0.2%	-4.7%	-4.1%	20.7%
Cc1cc(C)cc(C(=O)N2CCC3(CC2)NCCc2[nH]cnc23)c1	-15.3%	5.8%	2.1%	-11.0%	-12.4%	-0.2%	-0.5%	0.7%	1.6%
Cc1ccc(CN2CCCN(Cc3c(F)cccc3Cl)S2(=O)=O)cc1	8.1%	4.9%	10.1%	1.6%	13.2%	0.0%	2.9%	-4.5%	12.6%
Cc1ccc(C(=O)NNC(=O)c2cc3ccccc3cc2O)cc1	21.2%[20 µM]	7.6%	11.4%	-3.3%	-9.4%	0.2%	8.0%	-3.4%	8.9%
CN(CC1CCCN(CCc2ccc(Cl)cc2)C1)C(=O)c1ccoc1 (stereo not drawn)	10.2%	5.0%	0.8%	20.2%	-18.0%	0.3%	0.2%	-2.2%	14.2%
COC(=O)c1cc2ccc(OC)c(OC)c2c(=O)s1	9.1%	7.8%	-12.5%	5.1%	-10.1%	0.0%	-2.7%	-2.2%	29.0%
CCCC(C)NC(=O)CN(c1ccc2c(c1)OCCO2)S(=O)(=O)c1ccccc1 (stereo not drawn)	11.7%	-5.6%	4.0%	-0.8%	-6.9%	0.3%	-1.0%	-0.5%	6.0%
COc1ccc(C(=O)N/N=C(\Cc2ncc[nH]2)c2ccccc2)cc1	-7.4%	-5.2%	-82.1%	6.1%	-27.4%	-0.3%	-1.7%	-4.2%	4.6%
Cc1ccccc1NS(=O)(=O)c1cc(C(=O)NCCC2=CCCCC2)ccc1C	-3.8%	2.7%	8.3%	.	18.0%	0.2%	-0.5%	4.0%	31.1%
Cc1ccc(C(=O)Nc2nc3ccccc3n3nnnc23)cc1	-24.6%	4.6%	-18.1%	7.6%	0.6%	-0.1%	-0.1%	5.3%	12.2%
COc1ccc(C(=S)NCS(=O)(=O)c2ccc(C)cc2)cc1	-22.2%	-12.8%	11.0%	17.9%	-8.6%	-0.3%	3.6%	-1.0%	8.9%
CCOP(=O)(c1ccccc1)C1(O)CCCCC1 (stereo not drawn)	-46.2%	6.9%	-3.4%	5.2%	1.6%	0.0%	-1.7%	-0.4%	1.7%
Cc1cc(C)cc(Nc2nc3ccc(C)cc3n3cnnc23)c1	-21.1%	4.4%	11.6%	-3.1%	-6.1%	0.0%	2.3%	-5.9%	9.4%
CCOc1ccccc1CNCCO	-8.7%	4.8%	10.5%	-3.7%	-10.9%	-0.4%	-1.4%	-1.6%	4.6%
Cc1ccc(C)c(C(=O)CSc2nc(N)cc(=O)[nH]2)c1	-14.9%	-15.7%	7.5%	-2.1%	5.7%	0.3%	0.8%	3.3%	3.4%
COC(=O)c1cc(NC(=O)Nc2ccccc2OC)cc(C(=O)OC)c1	23.3%	5.0%	0.5%	0.4%	-6.7%	-0.1%	-2.6%	0.7%	4.2%
C=CCNC(=O)C1CCN(S(=O)(=O)c2ccc(Br)cc2)CC1	-1.5%	15.9%	12.1%	-0.1%	7.7%	-0.1%	-4.1%	-0.6%	1.4%
CC(C)c1ccc2[nH]c(O)c(N=NC(=O)c3cccc(S(=O)(=O)Nc4cccc(Cl)c4)c3)c2c1	0.8%	11.6%	-3.0%	-4.5%	-9.6%	-1.9%	-1.4%	8.3%	11.8%
Cc1csc(CN(C)C(=O)c2cn(Cc3cccc4ccccc34)nn2)n1	13.0%	4.5%	14.3%	10.1%	-0.7%	-0.1%	2.6%	3.8%	14.9%
O=C(O)CSc1nnc(NC(=O)c2ccc3c(c2)OCO3)s1	-8.3%	6.2%	20.5%	4.0%	6.5%	-0.3%	0.8%	-1.9%	7.4%
CCN(CC)CCNC(=O)c1ccc(NC(=O)/C=C/c2ccc3ccccc3n2)cc1	0.8%	13.3%	15.2%	13.3%	-2.8%	0.3%	-2.1%	-2.1%	11.6%
Cc1ccc2c(c1)c1c3n2CCN(CC(N)=O)C3CCC1 (stereo not drawn)	-33.3%	5.7%	2.3%	-10.8%	-9.0%	-0.1%	-0.4%	8.8%	-0.2%
NS(=O)(=O)c1ccc(NNC(=O)c2sccc2Cl)cc1	45.2%	1.8%	-34.1%	-2.4%	-3.6%	-0.3%	-2.1%	.	25.3%
COc1cc(C(=O)Nc2ccc([N+](=O)[O-])cn2)cc(OC)c1OC	.	-13.2%	-3.1%	-2.6%	-21.4%	-0.2%	3.1%	4.3%	6.8%
Cc1cc(C)c2nc(SCCC#N)nc(C)c2c1	-48.0%	6.8%	-9.5%	-3.7%	-52.9%	0.3%	0.0%	11.5%	9.8%
CC(C)C(=O)NCc1cc(-c2ccccc2)no1	-2.1%	2.9%	5.3%	8.5%	-6.5%	?	-0.1%	-3.4%	9.7%
O=C(COC(=O)Cc1ccccc1F)Nc1ccc(SC(F)F)cc1	8.9%	7.2%	10.8%	-5.2%	36.8%	-0.2%	-2.8%	2.8%	1.0%
COc1cc(C2N(c3ccccc3)CCN2c2ccccc2)cc(OC)c1OC	0.5%	10.6%	-3.3%	18.7%	-15.7%	-0.2%	-2.0%	-10.3%	7.8%
Cc1ccc(O)c(C2=NOC(O)(C(F)(F)C(F)F)C2)c1 (stereo not drawn)	-15.5%	1.5%	-1.6%	-3.2%	-19.6%	0.3%	0.6%	-1.1%	-3.0%
O=C(CSc1ccccc1)N(c1ccc(Br)cc1)c1nccs1	7.8%	6.5%	1.0%	2.8%	-27.3%	0.3%	-1.1%	4.2%	8.3%
O=C(Cn1nc(-c2ccccc2)ccc1=O)Nc1ccc(-n2cnnn2)cc1	-7.9%	9.6%	-1.0%	3.0%	5.0%	-0.1%	2.5%	-0.3%	-0.5%
COCCCNCCOc1ccc(C)cc1[N+](=O)[O-]	-3.9%	29.5%	-0.7%	-11.2%	-28.5%	-0.1%	0.0%	3.7%	14.6%
O=C(c1cccs1)N1CCCC(c2nc3c(nnn3Cc3ccc(F)cc3)c(=O)[nH]2)C1 (stereo not drawn)	8.3%	5.8%	31.1%	-0.3%	-6.6%	0.3%	1.0%	-0.3%	6.8%
COc1ccccc1NS(=O)(=O)c1cc(NC(=O)c2cc3ccccc3oc2=O)ccc1C	-31.1%	-6.6%	-25.3%	2.5%	42.3%	0.5%	-0.1%	8.3%	18.7%
O=C(NCC(c1cccs1)N1CCOCC1)c1ccccc1NS(=O)(=O)c1cc([N+](=O)[O-])ccc1Cl (stereo not drawn)	-11.7%	16.3%	21.5%	-1.0%	-17.0%	1.2%	8.2%	0.5%	24.3%
COc1ccc(/C(O)=C2/C(=O)C(=O)N(CCCN(C)C)C2c2ccc(C)o2)cc1Cl (stereo not drawn)	-24.8%	.	-9.7%	-3.8%	-16.1%	-0.2%	2.8%	21.2%	3.7%
O=C(c1ccco1)N1CCN(C(c2ccc(Cl)cc2)c2nnnn2CC2CCCO2)CC1 (stereo not drawn)	-12.5%	-1.7%	-5.1%	-10.8%	-15.1%	-0.2%	2.2%	3.5%	1.4%
CN(C(=O)Cn1nc(C(=O)O)c2ccccc2c1=O)c1ccccc1	-0.3%	2.7%	3.2%	0.1%	-31.9%	-0.2%	-1.0%	-2.5%	6.1%
O=C(c1ccc(-n2cccn2)cc1)N1CCN(c2ncccc2C(F)(F)F)CC1	5.4%	-0.9%	14.4%	21.3%	-7.4%	-0.2%	1.0%	-0.2%	12.2%
Cc1cccc(C)c1NC(=O)NN(C(=O)c1ccccc1)C(C)(C)C	.	6.2%	6.5%	3.8%	-22.9%	0.0%	0.5%	-3.3%	1.1%
O=C(CSc1nc2ccc([N+](=O)[O-])cc2[nH]1)c1ccc(Cl)cc1	-0.4%	9.1%	-0.1%	-0.4%	-15.1%	-0.2%	0.5%	20.8%	7.9%
CCOC(=O)c1c(NC(=O)CSc2nnc(-c3c[nH]c4ccccc34)n2CCOC)sc2c1CCCCC2	-25.9%	-1.7%	-29.4%	8.5%	-16.8%	-0.2%	2.5%	0.4%	6.6%
CC/C(C)=N/Nc1cccc([N+](=O)[O-])c1	28.9%	0.8%	-147.6%	1.4%	-52.0%	0.1%	-1.4%	-5.4%	0.5%
Cc1ccc(-n2ncc3c(=O)[nH]c(SC(C)C)nc32)cc1	14.5%	-3.5%	5.9%	0.1%	-36.8%	-0.1%	-0.7%	-3.8%	0.2%
CCn1c(C)cc(/C=C2/SC(=O)N(C(C)C(=O)OC)C2=O)c1C (stereo not drawn)	12.1%	9.0%	-58.2%	-9.4%	-3.3%	0.4%	2.3%	2.5%	5.6%
CCCCSc1nnc(CSc2nc3nc(C)cc(C)n3n2)o1	-38.4%	11.0%	-2.9%	-3.5%	-12.7%	0.3%	-0.9%	0.6%	2.2%
COc1cccc(CNC(=O)CCNS(=O)(=O)c2ccc(Br)s2)c1	-8.9%	1.4%	7.5%	-0.1%	10.7%	-0.3%	-0.8%	1.0%	-5.6%
Cc1nc(CS(=O)c2ccc(Cl)cc2)cc(N2CCOCC2)n1 (stereo not drawn)	-18.5%	8.5%	-2.7%	15.7%	-35.1%	-0.2%	1.8%	3.3%	18.8%
